Source: PubChem BioAssay (National Center for Advancing Translational Sciences (NCATS))
Shiga inhibitor: blocks Shiga toxin action in Vero cells; AID 2315; inhibition, % at 38.7 µM; Vero cells, Shiga toxin protein synthesis inhibition reporter; 290,000 compounds, 9.2% hits; in the data active = inhibition mostly above about 28%, no sharp cut-off; inactive = mostly below about 43%; note: 0% is about no effect
LmPK inh: blocks Leishmania mexicana pyruvate kinase activity; Q27686; purified LmPK, Kinase-Glo ATP luminescence, 1 h; Potency, µM (series often up to 57.5 µM), for inactives: at the highest dose activity change, negative = inhibition, actives largely listed as inhibitors; 290,000 compounds, 0.37% hits; AID 1721; note: potency is the fitted concentration of half-maximal effect; % is set by controls: 0 for no effect and ±100 for the full control effect
Target sequence (Q27686 whole entry, looked up): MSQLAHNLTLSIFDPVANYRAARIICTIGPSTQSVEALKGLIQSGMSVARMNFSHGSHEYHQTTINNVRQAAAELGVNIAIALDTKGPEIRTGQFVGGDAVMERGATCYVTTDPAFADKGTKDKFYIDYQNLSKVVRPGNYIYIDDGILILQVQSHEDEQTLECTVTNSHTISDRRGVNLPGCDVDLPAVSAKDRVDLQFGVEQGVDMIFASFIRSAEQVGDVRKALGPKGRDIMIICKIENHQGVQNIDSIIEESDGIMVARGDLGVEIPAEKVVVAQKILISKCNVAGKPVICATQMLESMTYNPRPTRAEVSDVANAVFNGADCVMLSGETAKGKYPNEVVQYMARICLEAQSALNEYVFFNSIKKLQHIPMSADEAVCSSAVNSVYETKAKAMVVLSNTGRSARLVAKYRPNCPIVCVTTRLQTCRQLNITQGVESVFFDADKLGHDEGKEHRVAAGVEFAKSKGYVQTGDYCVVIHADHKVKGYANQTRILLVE
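Kinase-Glo luminescence read after 1 h RT reaction of 0.1 nM LmPK with 0.5 mM PEP and 0.1 mM ADP. Activity scaled between uninhibited and enzyme-free controls.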
CHX counter: counter-screen hit for Shiga toxin inhibitors, cycloheximide; cell reporter, cycloheximide protein synthesis inhibition counterscreen; max response, %; 300,000 compounds, 12% hits; AID 2314; in the data active = max response mostly above about 13%, no sharp cut-off; inactive = mostly below about 14%; note: read at 38.3 µM for the half of the compounds with a filed dose; 0% is about no effect
Pf growth 48h: P. falciparum growth inhibition at 48 hours (one generation). P. falciparum luciferase growth in erythrocytes, 48 h. 310,000 compounds, 5.9% hits. Potency, µM (series often up to 28.7 µM), for the others: at the top dose activity change, negative = inhibition, most hits filed as inhibitors. AID 504832; note: potency is the fitted concentration of half-maximal effect; % is set by controls: 0 for no effect and ±100 for the full control effect
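Luciferase-expressing P. falciparum in infected erythrocytes (2% hematocrit, 0.1% parasitemia final) in RPMI 1640/0.5% Albumax were exposed to compound for 48 hours at 37 C, 5% CO2; growth read as luminescence.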
TbPYK inhibitor: blocks Trypanosoma brucei pyruvate kinase. TbPYK enzyme, Kinase-Glo Plus ATP luminescence, 45 min. 410,000 compounds, 0.12% hits. Potency, µM (doses to about 76.8 µM), for the others: at the top dose activity, negative = inhibition, hits mostly inhibitors. AID 624173. Q57TT1; note: potency is the fitted concentration of half-maximal effect; % is set by controls: 0 for no effect and ±100 for the full control effect; nearly all actives have a fitted effect of over 50% in size
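Glycolytic pyruvate kinase of T. brucei was incubated with substrate, test compound and 130 uM ADP for 45 minutes at room temperature. Luminescent Kinase-Glo Plus signal was measured after 10 minutes.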
Pf growth 96h: P. falciparum growth inhibition at 96 hours; Potency, µM (highest dose often 28.7 µM), without a hit: at the top dose activity change, negative = inhibition, actives largely listed as inhibitors; P. falciparum luciferase reporter growth, 96 h; 320,000 compounds, 6.9% hits; note: potency is the fitted concentration of half-maximal effect; % is set by controls: 0 for no effect and ±100 for the full control effect
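Plates of compound plus infected erythrocytes (2% hematocrit, 0.05% parasitemia final) incubate 96 hours, 37 C, 5% CO2. Detection reagent added; reduced luminescence from the parasites' luciferase reporter flags inhibition.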
HCV inhibitor: blocks hepatitis C virus; Huh7.5.1 HCVcc-Cre infection, luciferase reporter, 44 h; Potency, µM (series often up to 41.8 µM), for inactives: at the highest dose activity change, negative = inhibition, usual class: inhibitors; 340,000 compounds, 3.4% hits; AID 651820; note: potency is the fitted concentration of half-maximal effect; % is set by controls: 0 for no effect and ±100 for the full control effect
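Compounds are dispensed onto cells plated 4 h earlier at 1,000 per well, with HCVcc-Cre virus (about 0.5 moi) added next. Following 44 h of culture, luminescent signal is measured for 15 sec after 15 min with substrate at room temperature.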
Active calls of the source: *; i = inactive; u = inconclusive; x = not tested or not shown; & = joins results of further samples; [ ] = another dose, or the depositor's remark. Unless noted, calls come from the whole dose curve; as a rule, active = well fitted curve in the direction sought with a large enough effect; inconclusive = small, poorly fitted or top-dose-only effect, or another doubt; inactive = no such curve, though single readings can be large; an effect the other way counts as inactive or inconclusive.

SMILES	Shiga inhibitor	LmPK inh	CHX counter	Pf growth 48h	TbPYK inhibitor	Pf growth 96h	HCV inhibitor
CCC1(c2ccc(F)cc2)NC(=O)N(CC(=O)N2c3ccccc3NC(=O)C2(C)C)C1=O (configuration not stated)	x	x	x	u	-2%	-17%	-1%
O=C(c1ccc(-n2cncn2)c([N+](=O)[O-])c1)N1CCN(S(=O)(=O)c2ccccc2Br)CC1	x	x	x	-1%	-5%	-9%	10%
O=C(Nc1ccc(N2CCOCC2)c(Cl)c1)c1ccc2c(c1)OCCO2	8	-22%	-2	u	3%	-5%	11µM*
CC1CCN(C(=O)CSc2nnc(CSc3ncccn3)n2C)CC1	-6	-1%	-3	-3%	4%	-6%	x
CCC(COC(=O)Nc1ccccc1)NC(=O)OC(C)C (configuration not stated)	33	-12%	19	32%[activator]	2%	6%	-7%
Cc1ccccc1C(=O)NC(=S)N(CCO)Cc1ccccc1	-1	0%	-3	2%	-10%	7%	26%
CN1CC(=O)N(CC(=O)Nc2ccc(F)cc2)c2ccccc2C1=O	-12	-2%	-2	0%	28%	x	20%
Cc1cc(C)n(-c2nnc(C)n2NC(=O)c2cccc(Cl)c2)n1	2	3%	-2	10%	-3%	30%	5%
COc1ccc(CNC(=O)C2Cc3cc(S(=O)(=O)N4CCCC4)ccc3N2C(C)=O)c(OC)c1 (configuration not stated)	-10	-9%	1	-1%	0%	41%[activator]	-22%
O=C(Nc1cc(S(=O)(=O)N2CCCCC2)ccc1Cl)c1ccc(F)cc1	x	x	x	u	7%	u	u
CCOc1ncccc1C(=O)Nc1nnc(C(CC)CC)s1	-17	10%	-1	-14%	0%	-19%	0%
CCOC(=O)N1CCC(NC(=O)Cn2c3ccccc3c3cn[nH]c(=O)c32)CC1	19	-13%	7	6%	x	-1%	18%
CN1CCN(C(=O)/C(=C/c2cn(S(=O)(=O)N(C)C)c3ccccc23)NC(=O)c2ccccc2)CC1	-11	-3%	-3	u	-4%	12µM*	-9%
COc1ccc(Cl)cc1NC(=S)N(Cc1ccccc1C)CC1CCC(C(=O)O)CC1 (configuration not stated)	-6	0%	-11	-24%	-22%	u	12%
Cc1nc(N2CCCCC2)c2c(C)c(C(=O)Nc3ccc4c(c3)OCCO4)sc2n1	24	9%	17*	u	2%	-6%	u
CC(=O)N(c1ccccc1C)S(=O)(=O)c1ccc(Cl)cc1	-9	2%	-3	0%	-3%	24%	5%
COc1ccc(S(=O)(=O)N2CCN(Cc3ccccc3)CC2)cc1OC	-6	2%	1	4%	-4%	-1%	-9%
Cc1cc(C)n(-c2nc(Nc3ccccc3C(F)(F)F)nc(-n3nc(C)cc3C)n2)n1	-6	3%	-4	4.1µM*	-3%	-108%	5.6µM*
CCOC(=O)C1=C(N)Oc2c(c(=O)[nH]c3ccccc23)C1c1ccccc1 (configuration not stated)	-19	6%	0	0%	-2%	u	4%
Cc1c(OCC(=O)N[C@H](C(=O)O)c2ccccc2)ccc2c3c(c(=O)oc12)CCCC3	1	-5%	-1	30%	-5%	72%[activator]	9%
CC1CC(C(F)(F)F)n2nc(C(=O)O)cc2N1 (configuration not stated)	-22	-5%	-2	4%	4%	x	13%
CCN(CC)CCCN1C(=O)C(=O)/C(=C(/O)c2ccc3c(c2)OCCO3)C1c1ccco1 (configuration not stated)	45	0%	46*	77%[activator]	-7%	9%[5.75 µM]	-1%
Cn1c(SCC#N)nnc1-c1cccnc1	-1	0%	1	-16%	0%	-23%	15%
Cc1ccc(NC(=O)c2ccc(CNc3c(N4CCC(C)CC4)c(=O)c3=O)cc2)cc1	-4	4%	-1	u	-4%	u	-4%
O=C(O)C1CC(c2ccccc2)=NO1 (configuration not stated)	-7	1%	-1	10%	0%	x	8%
CCC(C)[C@H](NC(=O)NCC1CCCO1)C(=O)OC (some centres not stated)	-11	-2%	-2	-2%	2%	91%[activator]	-2%
CC1CCc2c(C(=O)Oc3cccc(-n4cnnn4)c3)csc2C1 (configuration not stated)	-9	6%	-1	5.9µM*	-3%	u	-20%
C=CCn1c(N)c(C(=O)Nc2ccc(C)c(C)c2)c2nc3ccccc3nc21	-8	4%	-1	u	-1%	u	11%
CCN(C(=O)COC(=O)CNC(=O)c1ccc2ccccc2c1)C1CCS(=O)(=O)C1 (configuration not stated)	-10	-1%	3	x	-3%	31%[activator]	11%
COc1ccc(OC)c(C(=O)NC(CC(N)=O)c2ccc(NCc3ccc(F)c(F)c3)c([N+](=O)[O-])c2)c1 (configuration not stated)	2	-7%	-3	2%	2%	u	-26%
Cc1noc(C)c1COc1ccc(C(=O)Nc2nnc(CC(C)C)s2)cc1	x	x	x	u	0%	u	u
CCCCN(CC)S(=O)(=O)c1ccc(C(=O)N(CCCN(C)C)c2nc3cc(C)cc(C)c3s2)cc1	-18	3%	-4	u	-4%	11%	u
CCOC(=O)C1CCN(C(=O)CNS(=O)(=O)c2ccc(Br)s2)CC1	-3	1%	1	-6%	1%	0%	20%
Cc1cc([N+](=O)[O-])cc2c1NC(=O)C2(O)N1CCCCCC1 (configuration not stated)	-15	-3%	-3	-1%	-1%	10µM*	1%
O=C(COC(=O)c1ccccc1Br)Nc1ccc2[nH]c(=O)[nH]c2c1	x	x	x	9%	-8%	23%	14%
O=C(CCc1nc2ccccc2[nH]1)Nc1ccc2c(c1)OCO2	107*	4%	19*	-23%	1%	8%	-4%
O=C(N/N=C/c1ccc(O)cc1)c1csc2c1CCCC2	57*	3%	47*	18%	-4%	19%	-26%
CCCOc1ccccc1NC(=O)c1ccc([N+](=O)[O-])cc1	7	-2%	14	12%	0%	-6%	-18%
Cc1nnc(NC(=O)CSc2nnc(Cc3cccn3C)n2CCc2ccccc2)s1	-7	-1%	-3	u	-11%	x	11%
Cn1c(=O)[nH]c(=O)c2c1nc(Br)n2C/C=N/NC(N)=S	-11	-3%	2	2%	x	7%	x

Some of these compounds in order of molar mass, highest first:
SMILES	Shiga inhibitor	LmPK inh	CHX counter	Pf growth 48h	TbPYK inhibitor	Pf growth 96h	HCV inhibitor
CCCCN(CC)S(=O)(=O)c1ccc(C(=O)N(CCCN(C)C)c2nc3cc(C)cc(C)c3s2)cc1	-18	3%	-4	u	-4%	11%	u
Cc1nnc(NC(=O)CSc2nnc(Cc3cccn3C)n2CCc2ccccc2)s1	-7	-1%	-3	u	-11%	x	11%
O=C(COC(=O)c1ccccc1Br)Nc1ccc2[nH]c(=O)[nH]c2c1	x	x	x	9%	-8%	23%	14%
Cc1noc(C)c1COc1ccc(C(=O)Nc2nnc(CC(C)C)s2)cc1	x	x	x	u	0%	u	u
O=C(CCc1nc2ccccc2[nH]1)Nc1ccc2c(c1)OCO2	107*	4%	19*	-23%	1%	8%	-4%
Cc1cc([N+](=O)[O-])cc2c1NC(=O)C2(O)N1CCCCCC1 (configuration not stated)	-15	-3%	-3	-1%	-1%	10µM*	1%

Next part:
SMILES	Shiga inhibitor	LmPK inh	CHX counter	Pf growth 48h	TbPYK inhibitor	Pf growth 96h	HCV inhibitor
CCc1nc(CNC(=O)C2CCC(=O)N(Cc3ccccc3F)C2)no1 (configuration not stated)	12	-1%	6	u	-2%	5%	20%
COc1cccc(CNCCc2ccccc2)c1OC	-9	-4%	3	-23%	1%	6%	-3%
O=C(CSc1nnc2c(n1)[nH]c1ccccc12)NCc1ccccc1F	-7	-6%	-1	14%	2%	u	-13%
O=C(NC(Cc1c[nH]c2ccccc12)C(=O)OCC(=O)c1cccc2ccccc12)c1cccs1 (configuration not stated)	-2	-10%	5	-18%	-9%	-3%	0%
CCOC(=O)C1CCN(C(=O)COC(=O)CNC(=O)c2sc3ccccc3c2Cl)CC1	x	x	x	-9%	-7%	-17%	7%
CC(=O)c1cccc(NC(=O)Cn2cc3c(n2)CCCC3)c1	-13	1%	-2	x	-3%	-60%	10%
COC(=O)c1ccc(OCC(O)Cn2nnc3ccccc32)cc1 (configuration not stated)	52	-3%	19	59%[activator]	-5%	u	u
Nc1nc(-c2c(Cl)cccc2Cl)no1	12	-4%	-3	33%[activator]	9%	21%	-16%
COc1ccc(C(=O)c2c3ccc([N+](=O)[O-])cc3[n+]([O-])n2CCCC(N)=O)cc1	x	x	x	u	0%	u	u
CN(CCC#N)C(=O)CSc1nnc(-c2ccco2)n1N	-11	-14%	0	-4%	-1%	-11%	10%
C=CCN(c1ccccc1)S(=O)(=O)c1cccc(C(=O)NCC(c2ccc(F)cc2)N2CCOCC2)c1 (configuration not stated)	x	x	x	13µM*	-1%	u	u
CCNC(=S)NNC(=O)c1csc2c1CCC(C)C2 (configuration not stated)	-10	0%	6	58%[activator]	-5%	2%	-14%
COC(=O)CN1C(c2ccccc2O)Nc2ccc(Br)cc2C1c1ccccc1 (configuration not stated)	20	5%	1	-13%	-7%	-3%	18%
O=C(O)Cn1nnc(-c2ccc(OCc3ccccc3Cl)cc2)n1	40*	0%	-1	-10%[0.00184 µM]	10%	16%	0%
Cc1csc(SCC(=O)N2CCN(S(=O)(=O)c3ccc(Cl)cc3)CC2)n1	-18	-4%	-5	-15%	6%	u	14%
COc1ccc(Cl)cc1NC(=O)CN(c1ccccc1)S(=O)(=O)N(C)C	-10	1%	-2	-24%	3%	3%	u
O=C(Nc1ccc(-n2nncc2-c2ccco2)cc1)c1cccc(F)c1	-12	-1%	7	-26%	0%	u	u
CN(C)CC(C)(C)CNS(=O)(=O)c1ccc(Cl)c(Cl)c1	-9&-23	0%&-2%	0&-5	u	-23%&5%	5%	u
CC12CC(O)C3c4ccc(O)cc4CCC3C1CCC2=O (configuration not stated)	-5	6%	-3	u	2%	50%[activator]	20%
CCOC(=O)/C(=N\NC(=O)c1ccccc1)c1ccccc1	21	-19%	16	x	3%	-38%	4%
N#Cc1ccc(CSc2nc(N)cc(=O)[nH]2)cc1	-7	3%	-3	u	-2%	-22%	-3%
Cc1ccc(C(C)C)c(OCC(=O)NN=C2CCCC2)c1	-7	4%	1	-20%	0%	-20%	6%
Cc1ccc(NC(=O)CCNS(=O)(=O)c2ccc3c(c2)CCC(=O)N3)c(Br)c1	-10	0%	-4	-5%	-4%	2%	-18%
Cc1cc(C(=O)NC(CC(C)C)C(=O)O)cc(C)c1[N+](=O)[O-] (configuration not stated)	1	-5%	8	15%	1%	-29%	7%
O=C1c2ccccc2NC(c2ccc([N+](=O)[O-])cc2)N1O (configuration not stated)	-7	-1%	1	u	-1%	20%	-28%
Cc1cccc(N(CC(=O)NC2CCCC2)C(=O)CCCC(=O)Nc2ccccn2)c1	-9	10%	-4	x	5%	x	1%
COc1ccc(Cc2c(O)nc(SCC(=O)N3CCCCCC3)[nH]c2=O)cc1	38	3%	-3	-23%	5%	-3%	13%
O=C(O)CCC(=O)N1CCc2cc(S(=O)(=O)N3CC=C(c4ccccc4)CC3)ccc21	-3	13%	0	x	-4%	-20%	17%
COc1ccc([C@]23Cc4cc(OC)c(OC)cc4C(O2)c2c(cc(-c4ccccc4)oc2=O)O3)cc1	i	0%[11.5 µM]	-3	u	x	u	x
CC(C)CCNC(=O)NC(=O)COC(=O)c1cc(S(=O)(=O)N2CCOCC2)ccc1N1CCCCC1	-10	6%	3	9.3µM*	-1%	x	u
